ADAM17 inh: inhibitors of human ADAM17; hit rate 0.83% among 370,000; inhibition, % at 6.95 µM; recombinant ADAM17, EDANS/DABCYL FRET peptide cleavage; AID 720648;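 active = inhibition above the mean of compounds lying between control limits plus 3 SD, set per campaign, cut at about 8.5% in these data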;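 note: 0% = DMSO-only wells as the low control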
Tn7 DDE FP: DD(E)-Tn7 binding inhibition, primary FP screen. P02675. FP displacement of FITC-Tn7 peptide from fibrin DD(E); 0% = median of compound wells per plate. inhibition, % at 8.3 µM. hit rate 0.13% among 370,000;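 active = inhibition above the mean of compounds falling within the control limits plus 3 SD of them, cut at about 14% in these data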;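 note: 0% = plate median of compound wells and 100% = 10 µM Aha-Tn7 peptide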
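Measure: % inhibition scaled between sample-field median and high-control FP; Test system: human fibrin DD(E); Quantity: 2 µM final DD(E) protein; Doses: one dose, 8.3 µM nominal; Schedule: compound with protein 10 min, then 3 h after probe, room temperature; Detection: fluorescence polarization; Medium: Tris buffer with calcium and detergent, pH 7.8.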
ADAM10 inh: inhibits human ADAM10; O14672; recombinant ADAM10, EDANS/DABCYL FRET peptide cleavage, 3 h; inhibition, % at 7 µM; hit rate 0.62% among 370,000; AID 720582;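 active = inhibition above a per-campaign cutoff equal to the mean of compounds falling between control-based bounds plus 3 SD, cut at about 20% in these data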;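 note: 0% = DMSO wells while the 100% control is not disclosed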
PLCb3 inh: blocks human PLC-beta3 enzyme activity. inhibition, % at 12.2 µM. Q01970. hit rate 0.18% among 370,000. AID 720704. Purified PLC-beta3, fluorogenic substrate, fluorescence; in the data active = inhibition above about 11%;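 note: 0% = median of compound wells on plate and 100% = full blocker control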
Target sequence (Q01970 whole entry, looked up): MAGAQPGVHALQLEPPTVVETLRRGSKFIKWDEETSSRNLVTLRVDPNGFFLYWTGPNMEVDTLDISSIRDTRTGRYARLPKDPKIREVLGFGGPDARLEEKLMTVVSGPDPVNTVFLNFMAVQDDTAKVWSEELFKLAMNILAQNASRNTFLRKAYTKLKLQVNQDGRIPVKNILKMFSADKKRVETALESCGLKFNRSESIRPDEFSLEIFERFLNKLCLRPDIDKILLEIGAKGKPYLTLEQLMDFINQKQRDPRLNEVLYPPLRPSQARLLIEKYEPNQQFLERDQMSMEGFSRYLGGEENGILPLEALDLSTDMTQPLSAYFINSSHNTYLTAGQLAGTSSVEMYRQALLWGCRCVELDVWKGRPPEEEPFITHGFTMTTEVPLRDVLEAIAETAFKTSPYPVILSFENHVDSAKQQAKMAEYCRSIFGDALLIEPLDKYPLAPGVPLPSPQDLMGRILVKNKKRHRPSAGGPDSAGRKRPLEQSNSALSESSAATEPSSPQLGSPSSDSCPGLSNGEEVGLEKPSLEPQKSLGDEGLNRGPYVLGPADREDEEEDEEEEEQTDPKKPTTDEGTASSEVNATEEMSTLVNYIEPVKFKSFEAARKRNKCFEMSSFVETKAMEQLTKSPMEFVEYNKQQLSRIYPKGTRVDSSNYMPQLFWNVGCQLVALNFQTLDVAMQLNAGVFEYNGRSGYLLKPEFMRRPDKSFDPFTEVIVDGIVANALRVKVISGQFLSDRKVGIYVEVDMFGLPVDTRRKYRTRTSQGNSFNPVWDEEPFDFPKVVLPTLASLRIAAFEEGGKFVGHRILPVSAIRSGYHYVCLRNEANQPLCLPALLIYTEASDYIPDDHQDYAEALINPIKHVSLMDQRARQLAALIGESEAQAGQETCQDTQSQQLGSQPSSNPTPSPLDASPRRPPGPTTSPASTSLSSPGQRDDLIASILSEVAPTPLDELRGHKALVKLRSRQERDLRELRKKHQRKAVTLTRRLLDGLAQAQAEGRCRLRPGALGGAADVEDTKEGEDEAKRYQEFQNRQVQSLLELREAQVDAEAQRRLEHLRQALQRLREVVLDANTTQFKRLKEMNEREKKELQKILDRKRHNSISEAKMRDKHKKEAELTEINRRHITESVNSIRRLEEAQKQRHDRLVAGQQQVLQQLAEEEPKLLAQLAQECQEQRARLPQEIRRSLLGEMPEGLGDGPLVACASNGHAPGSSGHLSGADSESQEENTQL
ARFGAP1 inh: inhibitors of rat ARFGAP1; Q62848; Arfgap1-stimulated ARF1 GTP hydrolysis, GDP FP detection; inhibition, % at 16.5 µM; hit rate 0.26% among 360,000; AID 651572;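 active = inhibition above a per-plate limit, mean inhibition of low control wells plus 3 SD, cut at about 25% in these data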;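 note: 0% = DMSO wells with enzyme and 100% = wells lacking Arfgap1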
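Material: rat Arfgap1 GAP domain (His6, aa 1-136), purified enzyme. Also added: human ARF1(Δ1-17)-GTP substrate. Compound dosing: 16.5 µM single point, 1.26% DMSO. Timing: enzyme reaction 120 min at 25 °C after 20 min preincubation. Signal: GDP detection by fluorescence polarization. Read-out basis: percent inhibition of GAP-stimulated GDP formation, scaled between DMSO and no-Arfgap1 medians.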
ASAP1 GAP inh: inhibitors of human ASAP1 ArfGAP activity; hit rate 0.19% among 360,000; ASAP1-stimulated ARF1 GTP hydrolysis, GDP FP detection; Q9ULH1; inhibition, % at 16.5 µM; in the data active = inhibition above about 25%;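 note: 0% = vehicle with enzyme and substrate and 100% = no enzyme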
Tn6 DDE FP: disrupts Tn6 cyclic peptide binding to fibrin D-Dimer-E complex. Fibrin DD(E) TRITC-Tn6 fluorescence polarization displacement. hit rate 0.21% among 370,000. P02675. inhibition, % at 8.3 µM. AID 720509;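 active = inhibition above a per-campaign cutoff: mean of compounds within control limits plus 3 SD, cut at about 15% in these data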;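 note: 0% = median of all compound wells on the plate and 100% = blocking peptide control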
SIAE inh: inhibitors of human sialic acid acetylesterase SIAE; SIAE FP-Rh probe binding, fluorescence polarization; inhibition, % at 9.66 µM; hit rate 0.69% among 370,000; AID 1053197;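 active = inhibition above a cutoff: mean of compounds within the control limits plus 3 SD of those, cut at about 17% in these data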;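 note: 0% = plate median of compound wells and 100% = probe without SIAE protein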
PLC-gamma1 inh: PLC-gamma1 (human) inhibition, primary screen | P19174 | purified PLC-gamma1, fluorogenic substrate, fluorescence | inhibition, % at 12.2 µM | hit rate 0.84% among 370,000; in the data active = inhibition above about 9.5%
TDP2 absorb: blocks human TDP2 phosphodiesterase activity; recombinant TDP2, T5PNP hydrolysis, p-nitrophenol absorbance 415 nm; inhibition, % at 12.8 µM; hit rate 0.34% among 370,000; AID 720702;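 active = inhibition above the mean of all tested compounds plus 3 SD, set per campaign, cut at about 25% in these data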;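 note: 0% = DMSO with enzyme and 100% = buffer with substrate but no TDP2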
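Assay system: Recombinant human TDP2 | Quantity: 120 nM TDP2 per well | Incubation: 2 h at 37 °C | Signal: Epi absorbance | Evaluation: Percent inhibition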
* hit, by the source's call; i = inactive.

SMILES | ADAM17 inh | Tn7 DDE FP | ADAM10 inh | PLCb3 inh | ARFGAP1 inh | ASAP1 GAP inh | Tn6 DDE FP | SIAE inh | PLC-gamma1 inh | TDP2 absorb
Cc1ccc(NC(=S)N2CCN(C(=O)C3CCCO3)CC2)cc1 (stereo not drawn) | -0.8 | 9.7 | -1.1 | 1.6 | 6.8 | 0.8 | 5.8 | 4.9 | 2.1 | 12.9
Cc1cccc(CCNC(=O)c2cc(S(=O)(=O)N3CCOCC3)cn2C)c1 | -2.5 | 11.3 | 8.2 | 4.6 | 1.6 | -1.8 | -0.9 | -0.7 | 6.1 | -0.2
O=C(C[C@H]1C/C=C\C[C@H](Cc2ccc(F)cc2)C(=O)O[C@@H](c2ccccc2)CNC1=O)N[C@H](CO)Cc1ccccc1 | -1.7 | 0.0 | -2.0 | 1.1 | -0.7 | 2.3 | 0.4 | -10.2 | 3.8 | -5.2
c1ccc(-c2csc(N3CCOCC3)n2)cc1 | 0.2 | -7.3 | -2.2 | -2.7 | -2.2 | -9.5 | -3.1 | -1.0 | -0.6 | 0.2
CN1CCN(CCOc2ccc(-c3ccccc3)cc2)CC1 | -0.9 | 9.3 | 5.4 | -1.1 | -13.8 | 14.3 | -1.1 | -6.5 | 1.8 | 8.5
CCOc1ncccc1C(=O)OCC(=O)c1cc(OC)c(OC)c(OC)c1 | -0.8 | -8.0 | -6.1 | -10.3 | 3.4 | 8.4 | 4.1 | -1.3 | -1.7 | 6.6
O=C(C[C@H]1CC[C@@H]2[C@H](COC[C@@H](O)CN2C(=O)C2CC2)O1)NCc1ccccc1Cl | -3.1 | 8.2 | -2.3 | 0.0 | -0.7 | 7.1 | -3.2 | 8.3 | -0.9 | 9.9
COc1ccccc1C1CN(c2ccc(F)cc2F)N=C1c1cccs1 (stereo not drawn) | -487.5 | -8.2 | i | i | 14.6 | 1.5 | 2.7 | 4.7 | i | -5.4
O=C(O)/C=C\C(=O)NNC(=O)c1cc(-c2ccccc2)n[nH]1 | -2.4 | 0.2 | 5.5 | 3.0 | -11.4 | 7.2 | 4.9 | -1.5 | -2.7 | 6.8
CCCCCCCCN1C(=O)[C@H](CC(=O)N2CCSCC2)C[C@@]2(C(=O)OCC)CCCC=C12 | 1.6 | -2.5 | -3.4 | -2.2 | 5.6 | 3.7 | -3.1 | -3.4 | -1.3 | -16.5

Next section, starting with the last two of the part before.
SMILES | ADAM17 inh | Tn7 DDE FP | ADAM10 inh | PLCb3 inh | ARFGAP1 inh | ASAP1 GAP inh | Tn6 DDE FP | SIAE inh | PLC-gamma1 inh | TDP2 absorb
O=C(O)/C=C\C(=O)NNC(=O)c1cc(-c2ccccc2)n[nH]1 | -2.4 | 0.2 | 5.5 | 3.0 | -11.4 | 7.2 | 4.9 | -1.5 | -2.7 | 6.8
CCCCCCCCN1C(=O)[C@H](CC(=O)N2CCSCC2)C[C@@]2(C(=O)OCC)CCCC=C12 | 1.6 | -2.5 | -3.4 | -2.2 | 5.6 | 3.7 | -3.1 | -3.4 | -1.3 | -16.5
CCOc1ccc(Cl)cc1S(=O)(=O)N1CCC(C(=O)NCc2ccccn2)CC1 | -3.9 | 3.6 | 6.8 | -10.6 | 3.3 | -5.7 | 2.6 | 2.6 | 0.3 | -4.7
O=CN1CCN(C(=O)c2ccc3c(c2)OCO3)CC1 | -0.9 | -2.3 | -4.2 | -3.0 | -2.8 | 2.5 | -0.6 | 6.2 | 0.5 | 0.3
O=C(Cc1ccccc1)Nc1cccc(C(=O)N/N=C/c2ccco2)c1 | 0.9 | -4.9 | 7.6 | 2.8 | 14.4 | -1.8 | -4.4 | -1.1 | -0.5 | -9.9
CCOc1ccc(NC(=O)NNC(=O)c2ccc(CC)s2)cc1 | 0.9 | -2.1 | 3.9 | -5.6 | 12.7 | 8.8 | 1.7 | 0.2 | 3.1 | -5.9
COc1ccccc1N1CCN(C(=O)CSc2nc3ccccc3[nH]2)CC1 | -2.6 | 2.8 | 1.8 | -2.7 | -6.3 | -3.6 | 1.9 | 0.1 | -0.2 | -3.8
O=C(CNC(=O)c1ccc2ccccc2c1)Nc1ncccc1O | -5.9 | 0.8 | -18.7 | -21.8 | -6.7 | -9.0 | -3.4 | 6.0 | -10.2 | 2.6
CN(C)c1cccc(C(=O)Nc2ccc(N3CCOCC3)cc2)c1 | -6.2 | 5.6 | -14.5 | -7.6 | 1.3 | -2.0 | 3.0 | 12.4 | -8.8 | 2.9
CCn1cnc2c1c(=O)n(CC(=O)N1CCc3ccccc31)c(=O)n2Cc1ccccc1 | -0.4 | -5.1 | 5.2 | 1.1 | -3.2 | 16.9 | 2.6 | -6.5 | 1.9 | -3.5
O=C(CN1C(=O)/C(=C/c2ccccc2Cl)SC1=S)NC1CCS(=O)(=O)C1 (stereo not drawn) | 0.1 | 1.9 | 1.1 | -7.3 | -5.5 | -0.4 | -3.7 | -5.8 | 1.0 | -1.3
Cc1ccc(S(=O)(=O)Nc2ccc3c(c2)C(=O)N([C@H](C)CO)C[C@H](C)[C@@H](CN(C)C(=O)Nc2ccc(C(F)(F)F)cc2)O3)cc1 | 7.2 | 0.6 | 13.2 | -1.7 | 8.8 | -6.7 | -6.1 | -14.4 | -0.5 | 0.4
CCCCCC(=O)N1CC2(CC)CN(C(=O)CCCCC)CC(CC)(C1)C2=O | -5.6 | 4.0 | 3.6 | -6.8 | 6.7 | -1.6 | -7.2 | -3.4 | 2.8 | -13.7
CC(C)(C)S(=O)N1Cc2cc(CO)ccc2[C@@H]1CCO (stereo partly drawn) | -4.2 | 2.8 | -12.0 | 1.9 | 2.0 | 4.8 | -11.7 | -0.8 | -3.5 | 0.5
CC(=O)Nc1cccc(-c2ccnc3c2CC(C)(C(=O)NCc2ccccc2)O3)c1 (stereo not drawn) | -1.6 | -8.6 | -3.0 | 3.4 | -9.5 | -4.0 | -3.1 | 2.0 | 3.4 | -0.4
Cc1oc2c(c1C(=O)c1ccccc1)C(=O)C(=O)c1ccccc1-2 | -3.2 | 2.1 | 3.7 | 0.8 | -5.6 | -7.3 | -1.4 | 3.4 | 3.0 | 38.5*
COc1cc(S(=O)(=O)N2CCN(C(=O)c3cccs3)CC2)ccc1NC(C)=O | 3.3 | 0.4 | -3.8 | 4.9 | 0.0 | 1.0 | 5.9 | 0.1 | 2.9 | -10.8
COC(=O)CCN1CCSCCS1(=O)=O | -3.8 | -3.0 | -11.9 | -0.8 | 17.2 | -3.1 | 3.2 | -6.7 | 1.9 | -3.4
CC12CN3CC(C)(CN(C1)C3c1ccccc1F)C2 (stereo not drawn) | -7.5 | 0.8 | 0.2 | -1.0 | -5.5 | -0.7 | 9.1 | -0.8 | -0.6 | 11.3
Cc1ccc(S(=O)(=O)N2CCc3ccccc3C2CC(=O)O)cc1 (stereo not drawn) | -3.0 | 1.3 | -10.4 | -6.7 | -8.8 | -1.8 | -1.4 | -2.5 | 7.6 | -8.3
CCSc1ccccc1C(=O)Nc1cccnc1 | -2.6 | -0.7 | 0.2 | 1.4 | 0.1 | 13.6 | -0.1 | -0.8 | 2.6 | 11.7
O=C(NCC1CCCO1)c1c(O)c2cccc3c2n(c1=O)CC3 (stereo not drawn) | -8.9 | 2.5 | -30.6 | -4.5 | 5.0 | 6.2 | 0.0 | -2.6 | -1.7 | -5.8
CCCCn1nnnc1C(c1cc2ccccc2o1)N1CCN(C/C=C/c2ccccc2)CC1 (stereo not drawn) | 0.6 | 1.5 | 1.2 | -0.6 | 5.8 | 4.8 | -0.9 | 0.4 | 3.1 | -10.9
CCn1nnnc1-c1ccc(OC)c(S(=O)(=O)Nc2ccc(C)c(C)c2)c1 | -1.5 | 4.5 | 4.2 | 2.2 | 6.7 | -10.5 | 5.9 | -3.0 | 4.1 | 0.0
CC1=C(C(=O)OC(C)C)C(c2ccc(Cl)cc2)n2c(sc(=Cc3ccc(OCC(=O)O)cc3)c2=O)=N1 (stereo not drawn) | 1.3 | -2.6 | 6.7 | -9.0 | -6.7 | -11.4 | -8.6 | -17.1 | -0.6 | -0.9
CCN1CCCC1CNS(=O)(=O)c1cccc(C(F)(F)F)c1 (stereo not drawn) | -2.1 | 5.7 | 0.6 | -5.5 | -5.6 | -10.7 | 3.1 | -0.5 | -2.0 | 2.9
CN1CCN(P(=O)(c2ccccc2)c2nc3ccccc3s2)CC1 (stereo not drawn) | -2.4 | 7.5 | 5.9 | -2.0 | -1.2 | -14.1 | 3.2 | -2.6 | 3.7 | -7.3
O=C(NC1CCCCCCC1)c1ccc2c(c1)OCO2 | -1.8 | -7.4 | 0.3 | 4.5 | -9.0 | 7.2 | 5.5 | -0.6 | 3.5 | 3.3
N#CC1=C2CCCCC2(O)NC1=O (stereo not drawn) | -1.2 | -0.9 | -12.1 | -0.9 | 8.3 | -1.2 | -8.2 | -1.7 | 1.4 | -2.6
Cc1cc(OCCOc2cccc3cccnc23)c(C)cc1Cl | -3.9 | 1.7 | -0.7 | 1.3 | 0.0 | -6.8 | 1.2 | -4.7 | -0.3 | 4.0
Cc1nn(-c2ccccc2)c(C)c1NC(=O)COc1ccc(Cl)cc1Cl | 4.3 | 1.9 | 12.3 | 1.4 | -6.1 | -11.9 | -4.6 | -6.2 | -5.3 | -1.1
Cc1ccc(NC(=O)Nc2ncnc3nc[nH]c23)cc1 | -9.4 | 6.5 | -4.5 | -8.6 | 7.2 | 15.0 | 2.4 | 3.3 | -3.1 | 1.7
Cc1cccc(C)c1N1CCN(c2ccc3nnc(C(F)(F)F)n3n2)CC1 | 4.2 | 4.5 | 10.8 | 0.5 | 5.2 | -16.7 | 2.0 | 9.3 | -1.3 | -9.2
COc1ccc(C2SCCN2S(=O)(=O)c2ccc(F)cc2)cc1OC (stereo not drawn) | -0.4 | -1.7 | -3.8 | -1.1 | -7.8 | 8.2 | -0.2 | -1.5 | 0.2 | -0.4
Cc1ccc(-c2ccc(CN3C(C(C)C)C(=O)N(Cc4cn(CC5CCCCC5)nn4)CCS3(=O)=O)cc2)cc1 (stereo not drawn) | 4.2 | -4.3 | 6.4 | 3.3 | -5.6 | 7.0 | 5.6 | 0.7 | -0.6 | -2.0
COc1ccccc1S(=O)(=O)Cc1ccc(C(=O)NCc2cccs2)o1 | -3.7 | 3.5 | 3.4 | 1.1 | 7.8 | 5.7 | 5.5 | 1.8 | 2.1 | 0.8
